# Assay outcomes as filed in PubChem.
# NPC1 prom act – qHTS Assay for NPC1 Promoter Activators | 320,000 compounds, 2.4% hits | Potency, µM (top dose mostly 9.22 µM), for inactives: at the highest dose activation, usual class: activators | AID 485313, 2010 | Huh7 NPC1 promoter luciferase reporter, 24 h;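 also: % of control where 0% means no effect; nearly all actives have a fitted effect of over 60% in size; reporter is driven by a mutant NPC1 promoter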
#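 Stably transfected Huh7 (NPC1 promoter→luciferase), 1500 cells/well in Opti-MEM + 10% FBS, 2 h settle, then compound 24 h at 37 °C. Luminescence after 10 min with Amplite reagent.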
# FLuc counter – qHTS profiling assay for firefly luciferase inhibitor/activator using purifed enzyme and Km concentrations of substrates (counterscreen for miR-21 project). AID 588342, 2011. 360,000 compounds, 6.9% hits. purified FLuc, Km substrates, luminescence inhibition. Luciferin 4-monooxygenase (Photinus pyralis), P08659. Potency, µM (series often up to 57.5 µM), for inactives: at the highest dose activity change, negative = inhibition, most hits filed as inhibitors;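 also: plate controls were vehicle for no effect and reference inhibitor for full effect; nearly all actives have a fitted effect of over 55% in size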
# Target sequence (P08659 whole entry, looked up): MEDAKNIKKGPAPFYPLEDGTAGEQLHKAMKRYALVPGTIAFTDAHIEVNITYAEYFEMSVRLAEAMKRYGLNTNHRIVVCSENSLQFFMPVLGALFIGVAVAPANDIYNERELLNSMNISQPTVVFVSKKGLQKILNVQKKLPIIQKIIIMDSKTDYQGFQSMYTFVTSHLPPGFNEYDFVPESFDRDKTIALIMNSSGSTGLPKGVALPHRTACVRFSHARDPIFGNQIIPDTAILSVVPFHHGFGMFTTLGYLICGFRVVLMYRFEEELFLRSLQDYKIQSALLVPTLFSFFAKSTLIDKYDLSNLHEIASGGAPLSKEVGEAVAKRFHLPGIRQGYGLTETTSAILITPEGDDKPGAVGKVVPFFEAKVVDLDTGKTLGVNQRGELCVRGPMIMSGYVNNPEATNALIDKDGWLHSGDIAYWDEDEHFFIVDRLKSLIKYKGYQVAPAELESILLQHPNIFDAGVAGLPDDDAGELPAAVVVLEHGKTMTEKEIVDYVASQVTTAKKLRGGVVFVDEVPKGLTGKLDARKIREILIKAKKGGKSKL
#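 Purified P. pyralis luciferase (10nM final) with 10uM D-luciferin and 10uM ATP (Km levels) in 50mM Tris acetate pH 7.5, 10mM Mg acetate, 0.01% Tween-20, 0.05% BSA; qHTS 6-point titration, ~60 µM downward; luminescence read.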
# p53 reactivation – qHTS assay for re-activators of p53 using a Luc reporter | Potency, µM (top dose mostly 92.2 µM), for inactives: at the top dose activity change, positive = activation, actives largely listed as activators | H1299 p53-A138V BP100-luciferase reporter, luminescence, 24 h | AID 504706, 2011 | 320,000 compounds, 0.063% hits; also: % of control where 0% means no effect; nearly all actives have a fitted effect of over 45% in size
#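 p53-null H1299 cells stably carrying temperature-sensitive p53-A138V and a BP100-luciferase reporter were pinned with compounds (4-point, 1:5 series) and held 24 hrs at 37 deg C. Luminescence was read 10 min after detection reagent.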
# ELG1 genotox – qHTS screen for small molecules that induce genotoxicity in human embryonic kidney (HEK293T) cells expressing luciferase-tagged ELG1. HEK293T ELG1-luciferase reporter, luminescence, 16 h. Potency, µM (doses to about 46 µM), for inactives: top-dose activity change, positive = activation, usual class: activators. 330,000 compounds, 1.3% hits. AID 504466, 2011; also: % of control where 0% means no effect; nearly all actives have a fitted effect of over 60% in size
#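 16 hr compound incubation (37 °C, 5% CO2) of HEK293T cells carrying luciferase-tagged ELG1; luciferase then measured by ONE-Glo luminescence after 30 min at RT.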
# uPA surface inh – qHTS for Inhibitors of Cell Surface uPA Generation. 330,000 compounds, 0.31% hits. cell surface uPA generation assay, qHTS. Potency, µM (top dose mostly 38.3 µM), for inactives: at the top dose activity change, negative = inhibition, hits mostly inhibitors. AID 540303, 2011; active = well fitted inhibition curve with a large enough effect; inconclusive = small, poorly fitted or top-dose-only effect; inactive = no such curve, though single readings can be large or run the other way; tested in mouse RAW 264.7 cells; also: % is scaled to controls: 0 for no effect and ±100 for the full control effect; nearly all actives have a fitted effect of over 55% in size
# VP16 counter – VP16 counterscreen qHTS for inhibitors of ROR gamma transcriptional activity; Drosophila S2 Gal4-VP16 UAS-luciferase, luminescence, 20 h; Potency, µM (titrated, usually from 53.6 µM), for inactives: at the highest dose activity, negative = inhibition, most hits filed as inhibitors; 310,000 compounds, 3.5% hits; AID 2546, 2010;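 also: Gal4-VP16 expression switched on by copper sulfate through the metallothionein promoter; % is scaled to controls: 0 for no effect and ±100 for the full control effect; nearly all actives have a fitted effect of over 50% in size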
# RORg inh – qHTS for inhibitors of ROR gamma transcriptional activity. 310,000 compounds, 5.4% hits. Potency, µM (series often up to 53.6 µM), for inactives: at the top dose activity change, negative = inhibition, most hits filed as inhibitors. Drosophila S2 Gal4-RORgamma UAS-luciferase reporter, 20 h. Nuclear receptor ROR-gamma (Mus musculus), P51450; also: % is scaled to controls: 0 for no effect and ±100 for the full control effect; nearly all actives have a fitted effect of over 60% in size
# Target sequence (P51450 whole entry, looked up, the tested form may be a part): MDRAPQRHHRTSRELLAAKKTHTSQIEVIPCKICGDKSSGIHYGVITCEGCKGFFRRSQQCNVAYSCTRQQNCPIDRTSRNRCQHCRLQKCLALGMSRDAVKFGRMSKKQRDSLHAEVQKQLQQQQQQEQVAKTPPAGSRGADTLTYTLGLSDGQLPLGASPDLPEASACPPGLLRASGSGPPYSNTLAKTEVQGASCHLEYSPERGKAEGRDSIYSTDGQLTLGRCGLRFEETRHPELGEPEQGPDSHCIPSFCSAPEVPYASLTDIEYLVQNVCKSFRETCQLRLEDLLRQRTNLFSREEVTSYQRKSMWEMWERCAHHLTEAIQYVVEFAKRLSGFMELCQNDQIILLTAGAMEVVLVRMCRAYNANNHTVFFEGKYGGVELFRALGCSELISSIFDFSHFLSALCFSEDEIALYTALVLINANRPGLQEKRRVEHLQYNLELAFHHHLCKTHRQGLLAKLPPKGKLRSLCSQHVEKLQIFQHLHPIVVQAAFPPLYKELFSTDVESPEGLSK
#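 Drosophila Schneider cells stably carrying a metallothionein-driven Gal4 DBD–ROR gamma fusion and a UAS-Photinus luciferase reporter were exposed to compound for 1 hr, then induced with copper sulfate (700 uM final) for 20 hr at ambient temperature before luminescence reading.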
# Rab9 prom act – qHTS Assay for Rab9 Promoter Activators. Huh7 Rab9 promoter-luciferase reporter, luminescence, 24 h. Potency, µM (titrated, usually from 9.22 µM), without a hit: top-dose activation, negative = inhibition, usual class: activators. 320,000 compounds, 2.8% hits. AID 485297, 2010; also: % of control where 0% means no effect; nearly all actives have a fitted effect of over 60% in size
#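 Measured in stably transfected Huh7 cells bearing a Rab9 promoter–luciferase construct: 24 h compound treatment at 37 °C, followed by luminescence detection.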
# BRCA1 expr act – qHTS Assay to Identify Small Molecule Activators of BRCA1 Expression; MCF7-BRCA1-FFLuc reporter, luminescence, 48 h; response scale: scaled: vehicle 0%, 10 µM genistein 100%; Potency, µM (highest dose often 46.1 µM), inactives show at the top dose activation, most hits filed as activators; 380,000 compounds, 1.1% hits; AID 624202, 2012; also: nearly all actives have a fitted effect of over 80% in size; some results filed as inactive show a strong effect at the top dose
#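 48 h compound treatment of MCF7-BRCA1-FFLuc cells (phenol-red free MEM, 37 °C), then 15 min with luciferase substrate and luminescence imaging.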
# MBNL1-CUG inh – qHTS Assay for Inhibitors of MBNL1-poly(CUG) RNA binding; Muscleblind-like protein 1 (Homo sapiens), Q9NR56; 280,000 compounds, 0.036% hits; AID 2675, 2010; TR-FRET MBNL1-His/biotin-(CUG)12 binding, 665/545 ratio; Potency, µM (series often up to 57.5 µM), inactives show top-dose activity change, negative = inhibition, most hits filed as inhibitors; active = well fitted inhibition curve with a large enough effect in the signal ratio, with a control signal flat, not every such curve was filed as active; inconclusive = small, poorly fitted or top-dose-only effect, or effect the other way, or a change in a side signal; inactive = no such curve, though single readings can be large or run the other way; the % refers to the signal ratio; also: % is scaled to controls: 0 for no effect and ±100 for the full control effect
#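 Inhibition of protein-RNA binding appears as loss of TR-FRET between terbium anti-His antibody on MBNL1-His and streptavidin-XL665 on biotin-(CUG)12. Activity is normalized to buffer-only and uninhibited-complex controls.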
# CXXC DNA block – qHTS Fluorescence Polarization Assay for Inhibitors of MLL CXXC domain - DNA interaction. Histone-lysine N-methyltransferase 2A (Homo sapiens), Q03164. MLL-CXXC / FITC-HOXA9 DNA fluorescence polarization. Potency, µM (top dose mostly 115 µM), inactives show at the highest dose activity change, negative = inhibition, hits mostly inhibitors. 290,000 compounds, 0.037% hits. AID 2662, 2010; active = well fitted inhibition curve with a large enough effect in the polarisation, with a control signal flat, not every such curve was filed as active; inconclusive = small, poorly fitted or top-dose-only effect, or effect the other way, or a change in a side signal; inactive = no such curve, though single readings can be large or run the other way; the % refers to the polarisation
#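 Purified MLL-CXXC (added from a 7 uM solution) was preincubated 5 min at ambient with pinned compounds in 50 mM Tris-HCl pH 7.5, 50 mM NaCl, 1 mM DTT, 0.05% BSA. Fluorescein-labeled HOX-A9 DNA (50 nM solution) followed, 30 min, then polarization read.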
# Starred values were filed as active, the others as inactive; ? = inconclusive; nt = not tested or not shown; [ ] = another dose, or the depositor's remark. Unless noted, calls follow the shape of the dose curve; as a rule, active = well fitted curve in the direction sought with a large enough effect; inconclusive = small, poorly fitted or top-dose-only effect, or another doubt; inactive = no such curve, though single readings can be large; an effect the other way counts as inactive or inconclusive. Potency is read from the fitted curve at half-maximal effect. An excerpt (hit frequency here may not be typical).
SMILES,NPC1 prom act,FLuc counter,p53 reactivation,ELG1 genotox,uPA surface inh,VP16 counter,RORg inh,Rab9 prom act,BRCA1 expr act,MBNL1-CUG inh,CXXC DNA block
Cc1cccc(C)c1NC(=O)CSc1nc2ccccc2c(=O)[nH]1,5%,-7%,0%,-6%,nt,-4%,6%,-2%,3%,-1%,32%[activator]
CCC(C)N(C)Cc1cccc(C2(O)CCN(S(=O)(=O)c3ccc(F)cc3)CC2)c1 (configuration not stated),11%,3%,-11%,-1%,nt,-6%,21%,1%,-24%,-1%,-28%
CC(C)(C)SCCNC(=O)/C=C/c1ccc(F)cc1,22%,?,?,18%,0%,-11%,31%,24%,?,nt,-11%
O=C(NCC1CCCO1)c1cccc(NC(=O)c2ccco2)c1 (configuration not stated),-4%,-6%,8%,11%,0%,11%,23%,-1%,0%,4%,2%
C/C(=N\NC(=O)Cc1ccccc1[N+](=O)[O-])c1cccnc1,2%,15µM*,-8%,-20%,4%,2%,26%,5%,37%,1%,16%
COc1ccc(-c2cc(C(=O)NCC3CCCO3)c3ccccc3n2)c(OC)c1 (configuration not stated),-7%,0%,-3%,-10%,-1%,3%,21%,-3%,-13%,30%,16%
Clc1cccc(CNCCCSc2ncccn2)c1Cl,-9%,-4%,-3%,0%,2%,3%,?,0%,14%,0%,-1%
Nc1ccccc1NC1CCCCC1,-10%,-1%,6%,0%,-6%,2%,?,-9%,-2%,?,1%
NNC(=O)c1ccc(CSc2nc3ccccc3s2)cc1,1%,17µM*,-3%,7%,-2%,-7%,?,16%,13%,-2%,-2%
CCCCCc1c(C)nc(Nc2nc(C)c3cc(OC)ccc3n2)[nH]c1=O,-15%,6%,18%,-1%,3%,-5%,0%,2%,-7%,-12%,24%
O=C(Cc1ccccc1Cl)N1CCN(c2ncccn2)CC1,-3%,-3%,2%,-1%,2%,0%,38%,-3%,40%,-2%,1%
Cn1c(Cc2cccs2)nnc1SCC(=O)Nc1ccccc1,4%,-2%,-3%,0%,-2%,-1%,2%,2%,-28%,0%,-6%

# Of the compounds above, these contain a Cl atom:
SMILES,NPC1 prom act,FLuc counter,p53 reactivation,ELG1 genotox,uPA surface inh,VP16 counter,RORg inh,Rab9 prom act,BRCA1 expr act,MBNL1-CUG inh,CXXC DNA block
Clc1cccc(CNCCCSc2ncccn2)c1Cl,-9%,-4%,-3%,0%,2%,3%,?,0%,14%,0%,-1%
O=C(Cc1ccccc1Cl)N1CCN(c2ncccn2)CC1,-3%,-3%,2%,-1%,2%,0%,38%,-3%,40%,-2%,1%

# More entries.
SMILES,NPC1 prom act,FLuc counter,p53 reactivation,ELG1 genotox,uPA surface inh,VP16 counter,RORg inh,Rab9 prom act,BRCA1 expr act,MBNL1-CUG inh,CXXC DNA block
CC(=O)Nc1ccc(NC(=O)C(Cc2ccccc2)NC(=O)C2CCCCC2)cc1 (configuration not stated),1%,1%,1%,-1%,13%,-13%,-20%,-10%,-1%,1%,12%
Cc1c(Cl)cccc1NC(=O)Cn1cc(C(F)(F)F)cc(Cl)c1=O,-6%,-4%,3%,?,3%,-9%,-12%,-4%,-15%,1%,-12%
CC(=O)c1ccc(N2CCN(Cc3nc4ccccc4[nH]3)CC2)cc1,-1%,4%,7%,10%,3%,-9%,-25%,8%,-10%,2%,5%
CC(c1nnnn1C(C)(C)C)N(Cc1cccnc1)Cc1ccccc1Cl (configuration not stated),1%,?,-3%,-4%,2%,1%,?,0%,-18%,0%,-5%
O=S(=O)(NCC(c1cccnc1)N1CCN(Cc2ccccc2)CC1)c1cc(F)ccc1F (configuration not stated),1%,1%,6%,3%,0%,1%,0%,-4%,-3%,0%,5%
CCOC(=O)CC(NC(C)=O)c1ccc([N+](=O)[O-])cc1 (configuration not stated),0%,1%,8%,-3%,4%,-9%,-23%,-4%,-2%,nt,4%
Cc1ccc(NNC(=O)c2cccs2)cc1Cl,12%,?,0%,14%,3%,8%,40%,0%,9%,1%,-6%
NNC(=O)c1cccc(Cn2cc(Br)c([N+](=O)[O-])n2)c1,23%,-1%,2%,-1%,-17%,-8%,-37%,1%,-12%,?,-12%
CC(=O)NN1C(=O)c2ccc(Oc3ccc([N+](=O)[O-])cc3)cc2C1=O,-4%,-1%,-1%,0%,4%,-9%,11%,0%,-1%,?,1%
Cc1cc2oc(C(=O)NCc3ccc(S(N)(=O)=O)cc3)c(C)c2cc1C,-6%,-2%,0%,?,1%,16%,-31%,2%,1%,21%,2%
Cn1ccsc1=NC(=O)c1cccc(OC(F)F)c1,3.5µM*,15µM*,29%,?,-5%,-14%,5%,?,8.9µM*,-2%,-1%
NC(=O)c1ccccc1OCC(=O)Nc1ccc2c(c1)OCCO2,?,8.5µM*,22%,?,1%,nt,nt,3.2µM*,3.5µM*,nt,nt
Cc1ccc2occ(C(c3nnnn3Cc3ccccc3)N3CCOCC3)c(=O)c2c1 (configuration not stated),-5%,1%,2%,-10%,-4%,18%,?,-3%,-9%,3%,10%
Cc1cc(NCCCn2ccnc2)n2c(nc3ccccc32)c1C#N,-1%,-3%,-13%,-1%,6%,1%,-15%,-2%,-9%,10%,-3%
Cc1cc2n(n1)C(c1cn(-c3ccccc3)nc1C)Nc1c(C)cccc1-2 (configuration not stated),-1%,-1%,-5%,-7%,0%,1%,?,-1%,1%[1.84 µM],13%,-1%
O=C(c1cc2cc(Cl)ccc2oc1=O)N1CCCC1,-6%,-2%,-13%,-1%,0%,4%,-20%,-3%,-12%,9%,7%
Cc1ccccc1NS(=O)(=O)c1ccc(C(=O)N2CCCC2)cc1,0%,0%,4%,2%,-1%,nt,nt,6%,-13%,nt,nt
Cc1cc(NC(=O)COC(=O)C2CCCN2C(=O)c2cccs2)no1 (configuration not stated),-4%,2%,-1%,-1%,3%,4%,-3%,-1%,1%,2%,-5%
Cc1ccc(-c2c[n+](CC(=O)Nc3nc(-c4ccc(F)cc4)cs3)c3n2CCC3)cc1,-3%,-1%,1%,-9%,-3%,6%,7%,-6%,-14%,5%,28%
Cc1c(OCC(=O)N2CCN(c3ccccc3)CC2)ccc2c3c(c(=O)oc12)CCCC3,3%,6%,-5%,-1%,-4%,10%,-18%,0%,-14%,-2%,-6%
O=C(CCCCCN1C(=O)C2C3C=CC(C3)C2C1=O)Nc1nccs1 (configuration not stated),-2%,-3%,-1%,0%,-1%,0%,29%,-9%,0%,4%,-1%
CCOc1ccc(CN2CCN(Cc3ccc(C)o3)CC2CCO)cc1 (configuration not stated),-2%,4%,?,-2%,-6%,21%,46%,-1%,29%,5%,?
O=C(NCCN1CCOCC1)c1ccc2c(c1)N(Cc1ccccc1F)C(=O)CS2,1%,8%,2%,1%,1%,-7%,-3%,-3%,-12%,-3%,-2%
O=C(NCc1ccccc1)NC(=O)c1ccccc1F,24%,-19%,3%,?,-5%,21%,16%,20%,63%,-2%,14%
CC1(C)C(=O)Nc2ccccc2N1C(=O)COc1cc(Cl)ccc1Cl,-5%,8%,-6%,-1%,-14%,nt,nt,0%,-13%,nt,nt
NC(=O)c1ccc(-c2ccc(Br)cc2)o1,7%,19µM*,?,?,-4%,4%,26%,8%,97%,?,0%
O=C(C1CCCN(S(=O)(=O)c2cccs2)C1)N1CCN(C2CCCCC2)CC1 (configuration not stated),-4%,13%,-5%,2%,1%,-4%,17%,1%,-19%,-3%,-3%
O=C1c2cccc3c([N+](=O)[O-])ccc(c23)C(=O)N1CCc1ccccn1,-16%,4%,2%,?,-4%,-1%,-9%,-38%[inhibitor],-22%,7%,-17%
O=C(O)CN1C(=O)CC(c2ccccc2)CC1=O,0%,3%,nt,1%,-1%,nt,nt,0%,-17%,2%,-7%
O=C(NC1CCCCCC1)C1CCN(S(=O)(=O)c2ccc(F)cc2)CC1,2%,1%,?,0%,-5%,9%,-16%,-4%,-6%,8%,10%
